core dimer inh = blocks dimerization of HCV core protein; TR-FRET GST/Flag-core106 dimerization, 1536-well; inhibition, % at 5 µM; 300,000 tested, 0.33% active; AID 1899;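 active = inhibition above the mean of all tested compounds plus 3 SD, set per screening campaign, cut at about 45% in these data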
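System – GST-tagged and Flag-tagged HCV core protein residues 1-106 · Repeats – one well for each compound · Technique – TR-FRET 671 and 617 nm emission · Doses – one concentration, 5 µM, in 0.5% DMSO · Times – 4 h, 22.5 °C incubation · Also added – Eu donor and XL665 acceptor anti-tag antibodies · Measure – percent inhibition of core106 dimerization signal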
Fh CTSL1 inh = cathepsin L1 inhibition, PFM18AAP counter-screen; recombinant F. hepatica cathepsin L1, Z-Leu-Arg-MCA fluorescence; AID 1906; inhibition, % at 5.96 µM; 300,000 tested, 0.49% active;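 active = inhibition above the mean of all tested compounds plus 3 SD, set per screening campaign, cut at about 17% in these data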;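 also: 0% = plate median of test compound wells and 100% = 1 µM Z-Phe-Ala-diazomethylketone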
ZTA DNA inh = counter-screen for EBNA-1 inhibitors: inhibitors of Epstein-Barr virus ZTA | ZTA-DNA binding, fluorescence polarization | inhibition, % at 11 µM | 320,000 tested, 0.15% active; in the data active = inhibition above about 33%
Target sequence (P03206 whole entry, looked up): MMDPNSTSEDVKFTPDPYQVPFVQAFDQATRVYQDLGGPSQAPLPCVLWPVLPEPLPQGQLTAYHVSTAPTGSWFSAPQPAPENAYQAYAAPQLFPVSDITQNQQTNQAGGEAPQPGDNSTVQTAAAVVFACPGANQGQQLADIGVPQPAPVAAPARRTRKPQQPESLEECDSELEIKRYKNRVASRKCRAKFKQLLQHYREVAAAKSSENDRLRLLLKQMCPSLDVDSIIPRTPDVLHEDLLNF
PP5 inh = PP5 (human) phosphatase inhibition; P53041; purified PP5c, OMFP substrate fluorescence; inhibition, % at 6.7 µM; 320,000 tested, 0.18% active; AID 1987;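 active = inhibition above the campaign's mean inhibition across all tested compounds plus 3 SD, cut at about 9.5% in these data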;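 also: 0% = DMSO only and 100% = 100 µM cantharidin control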
JMJD2C inh = human JMJD2C demethylase inhibition. Q9H3R0. GST-JMJD2C(1-420) H3K9me3 demethylation, DELFIA europium. inhibition, % at 2.35 µM. 330,000 tested, 0.069% active;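 active = more than half of a compound's replicate wells show inhibition beyond 50%, single wells judged on their own value; inconclusive = some, but no more than half, of replicates pass 50% inhibition; inactive = no replicate passes 50% inhibition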;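 also: signal counts dimethyl H3K9 product captured on neutravidin plate; 0% = median of DMSO wells and 100% = 0.3 times that DMSO median; strong numbers were not always called active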
Target sequence (Q9H3R0 1-420 limits assumed): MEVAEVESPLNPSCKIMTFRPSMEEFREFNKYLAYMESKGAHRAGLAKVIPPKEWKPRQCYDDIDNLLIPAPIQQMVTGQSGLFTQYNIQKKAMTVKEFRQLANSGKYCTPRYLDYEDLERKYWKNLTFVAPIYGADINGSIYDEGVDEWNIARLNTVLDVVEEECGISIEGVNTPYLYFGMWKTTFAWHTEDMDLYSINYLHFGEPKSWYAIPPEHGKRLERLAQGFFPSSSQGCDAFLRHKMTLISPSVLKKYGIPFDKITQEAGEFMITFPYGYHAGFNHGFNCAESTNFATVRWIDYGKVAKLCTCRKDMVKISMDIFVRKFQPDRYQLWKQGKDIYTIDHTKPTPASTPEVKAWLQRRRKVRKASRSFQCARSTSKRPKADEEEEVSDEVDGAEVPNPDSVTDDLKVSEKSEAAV
TPT1 inhibitor = inhibitors of Candida albicans tRNA 2'-phosphotransferase TPT1. 300,000 tested, 0.81% active. AID 1962. recombinant caTPT1, FP RNA substrate dephosphorylation. inhibition, % at 5 µM;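 active = inhibition above the mean of all tested compounds plus 3 SD, set per screening campaign, cut at about 24% in these data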;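 also: plate controls were DMSO alone for no effect and ferristatin control at 100 nM for full effect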
CR mimetic SO = caloric restriction mimetics inhibiting age-related superoxide in yeast | S. cerevisiae aged cells, superoxide DHE fluorescence; stronger effect = lower value | superoxide response (% of plate mean), % at 10 µM | 330,000 tested, 0.18% active;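 active = superoxide response under a set limit, about three screen SD below normal, cut at about 65% in these data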;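 also: yeast aged for seven days with compound at 30 °C before DHE staining; 100% = average MFI of all compound-treated wells on the plate with controls excluded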
PP1 inh = counter-screen for PP5 inhibitors: inhibitors of human PP1-alpha; 320,000 tested, 0.9% active; P62136; purified PP1alpha, OMFP fluorescence; inhibition, % at 6.7 µM;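 active = inhibition above the mean inhibition of all tested compounds plus 3 SD, computed separately for each screening campaign, cut at about 15% in these data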
Target sequence (P62136 whole entry, looked up): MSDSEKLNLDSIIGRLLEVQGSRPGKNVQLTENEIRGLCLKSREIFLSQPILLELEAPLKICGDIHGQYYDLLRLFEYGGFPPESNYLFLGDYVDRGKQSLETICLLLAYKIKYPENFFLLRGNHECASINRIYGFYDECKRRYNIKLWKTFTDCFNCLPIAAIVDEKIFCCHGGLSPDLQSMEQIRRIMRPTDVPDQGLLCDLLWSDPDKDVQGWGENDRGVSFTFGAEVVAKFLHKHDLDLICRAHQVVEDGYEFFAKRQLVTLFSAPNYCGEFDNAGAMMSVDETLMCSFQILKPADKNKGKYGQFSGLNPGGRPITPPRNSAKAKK
EBNA-1 inhibitor = blocks EBNA-1 binding to DNA; inhibition, % at 14.8 µM; EBNA-1 DNA binding, fluorescence polarization; 300,000 tested, 0.34% active; AID 1950; in the data active = inhibition above about 28%
* hit, by the source's call; ? = inconclusive; . = not tested or not shown.

SMILES | core dimer inh | Fh CTSL1 inh | ZTA DNA inh | PP5 inh | JMJD2C inh | TPT1 inhibitor | CR mimetic SO | PP1 inh | EBNA-1 inhibitor
CCc1nc(NCC2CCCN2CC)c2nnn(Cc3ccccc3F)c2n1 (stereo not drawn) | -2 | -1 | 3 | -0.6 | -6 | 3 | 95 | -1 | 6
Nc1ccc(C(=O)c2ccccc2C(=O)O)cc1Cl | -3 | -1 | 4 | 2.9 | 18 | 3 | 110 | 2 | 6
CC(=O)Nc1ccc(NC(=O)Cc2ccc(-c3ccccc3)cc2)cc1 | 3 | -1 | -11 | 3.1 | -13 | 3 | 104 | 1 | -6
c1nc2ccc(Cc3ccc4nc[nH]c4c3)cc2[nH]1 | 5 | 3 | 2 | 1.3 | -1 | -1 | 95 | 1 | -11
NC(CO)c1cn([C@@H](CCC(=O)O)C(=O)N2CCNCC2)nn1 (stereo partly drawn) | -14 | 1 | -14 | 1.0 | -17 | -1 | 102 | 9 | 0
COc1cc(C(c2sc3nc(C)nn3c2O)N2CCC3(CC2)OCCO3)cc(OC)c1OC (stereo not drawn) | 1 | 0 | 7 | -0.4 | . | -6 | 90 | -4 | -10
Cc1ccccc1C(=O)NNC(=S)NC(=O)COc1ccccc1 | -2 | 0 | -10 | 1.6 | 13 | -2 | 197 | -5 | -9
CC(=O)Nc1ccc(S(=O)(=O)NC(CC(=O)O)c2ccc(C)cc2)cc1 (stereo not drawn) | 3 | 3 | 6 | 1.5 | -5 | 2 | 102 | 2 | 7
Cc1cccc(Oc2ccc(NC(=O)c3ccccc3C(=O)O)cc2)c1 | -1 | 0 | -17 | 1.5 | 4 | -3 | 102 | 2 | -2
Cc1ccc(C)c(OCCC(=O)NNC(=O)c2ccncc2)c1 | -3 | 1 | -1 | -0.9 | -10 | 1 | 92 | -4 | 2
O=C(c1ccc(Cl)s1)N(Cc1nnc(-c2ccccc2Cl)o1)C1CC1 | 2 | -3 | 9 | -0.5 | 23 | 1 | 103 | 1 | 6
COc1ccc(C2CC3(CC(C)(C)NC(=S)N3)Oc3cc(O)cc(C)c32)cc1OC (stereo not drawn) | 4 | -4 | -7 | 2.9 | 2 | 0 | 102 | 0 | -9

Only EBNA-1 inhibitor and PP5 inh, for 3 of the compounds above:
Structure,EBNA-1 inhibitor,PP5 inh
Cc1ccc(C)c(OCCC(=O)NNC(=O)c2ccncc2)c1,2,-0.9
O=C(c1ccc(Cl)s1)N(Cc1nnc(-c2ccccc2Cl)o1)C1CC1,6,-0.5
COc1ccc(C2CC3(CC(C)(C)NC(=S)N3)Oc3cc(O)cc(C)c32)cc1OC (stereo not drawn),-9,2.9

(further entries)
SMILES | core dimer inh | Fh CTSL1 inh | ZTA DNA inh | PP5 inh | JMJD2C inh | TPT1 inhibitor | CR mimetic SO | PP1 inh | EBNA-1 inhibitor
Cc1cc(C)n(-c2nc3c(c(=O)[nH]c(=O)n3C)n2Cc2ccccc2)n1 | -3 | -2 | -4 | 2.3 | 3 | 3 | 112 | -3 | -11
Cc1ccc2cc(C3CC(c4ccco4)=NN3S(C)(=O)=O)c(Cl)nc2c1 (stereo not drawn) | 3 | 0 | -3 | -0.2 | 4 | -1 | 116 | -4 | 4
CCOC(=O)C1=C(c2ccccc2)NC(=S)NC1C (stereo not drawn) | 6 | -4 | -5 | 0.6 | -7 | -3 | 126 | 4 | -19
CNC(=O)COC(=O)c1cc(=O)[nH]c2ccccc12 | -3 | -6 | -10 | 7.1 | -22 | 0 | 96 | -5 | 3
COc1ccc(Nc2cc(C)nc(NCc3ccccc3)n2)cc1 | -5 | 5 | 5 | 4.5 | -2 | -1 | 96 | 10 | -1
CCOC(=O)c1ccc[n+](C(C)C(=O)c2ccc(-c3ccccc3)cc2)c1 (stereo not drawn) | 2 | -1 | -18 | 1.4 | 19 | 17 | 100 | 0 | 1
O=C(CC(c1ccccc1)c1ccccc1)NCCO | -1 | -1 | -2 | 1.2 | -17 | -2 | 88 | -1 | 7
O=C1C(C2=NC(C(=O)O)C3C(=O)N(c4ccccc4)C(=O)C23)=C(O)c2ccccc21 (stereo not drawn) | 3 | 0 | -4 | 3.9 | 10 | 2 | 102 | -1 | -6
Clc1ccccc1OCCCCN1CCNCC1 | -6 | 5 | 11 | 1.9 | 12 | 4 | 103 | 1 | -8
COc1ccc(Nc2ccc(N3C(=O)CC(C)C3=O)cc2[N+](=O)[O-])cc1OC (stereo not drawn) | -5 | 8 | 7 | 2.1 | 4 | 0 | 112 | -1 | -9
CC1CN(CCOc2ccccc2[N+](=O)[O-])CC(C)O1 (stereo not drawn) | -8 | 2 | -7 | 2.1 | 3 | -1 | 105 | 1 | 2
Cc1ccc(-c2ccccc2)n1-c1cccc(C(=O)O)c1 | 1 | -3 | 2 | -0.2 | -2 | -1 | 97 | -4 | -4

Record cards, as listed above:
`O=C1C(C2=NC(C(=O)O)C3C(=O)N(c4ccccc4)C(=O)C23)=C(O)c2ccccc21` (stereo not drawn) as listed: core dimer inh = 3; Fh CTSL1 inh = 0; ZTA DNA inh = -4; PP5 inh = 3.9; JMJD2C inh = 10; TPT1 inhibitor = 2; CR mimetic SO = 102; PP1 inh = -1; EBNA-1 inhibitor = -6
`O=C(CC(c1ccccc1)c1ccccc1)NCCO` as listed: core dimer inh = -1; Fh CTSL1 inh = -1; ZTA DNA inh = -2; PP5 inh = 1.2; JMJD2C inh = -17; TPT1 inhibitor = -2; CR mimetic SO = 88; PP1 inh = -1; EBNA-1 inhibitor = 7

Additional records follow.
SMILES | core dimer inh | Fh CTSL1 inh | ZTA DNA inh | PP5 inh | JMJD2C inh | TPT1 inhibitor | CR mimetic SO | PP1 inh | EBNA-1 inhibitor
O=C(OCc1nnc(-c2ccccc2)o1)c1ccc(-n2cnnn2)cc1 | -3 | 3 | -14 | -2.1 | -2 | -3 | 99 | 6 | -19
O=C(NCCCn1ccnc1)C1CC(c2ccccc2Cl)=NO1 (stereo not drawn) | 0 | 1 | 14 | -0.9 | -4 | 0 | 87 | -4 | -2
O=C(CN1CCCCCC1)NC(c1ccccc1)c1ccccc1 | 8 | 3 | 20 | 2.1 | -7 | 0 | 104 | 1 | 0
CC1CCCC(C)N1C(=O)C1CC(c2ccc(F)cc2)=NO1 (stereo not drawn) | 0 | -2 | 4 | 3.7 | -12 | 4 | 121 | -1 | -10
COc1ccc(-n2c(SCC(=O)O)nc3sc4c(c3c2=O)CCCC4)cc1 | 10 | 8 | 14 | 0.6 | 21 | -4 | 94 | 3 | 0
COc1ccc(OCC(=O)Nc2ccc3c(c2)CCC3)cc1 | . | . | -10 | 4.7 | 7 | . | 97 | 5 | .
COc1ccc(NC(=O)c2cc(C)cc(C)c2)cc1S(=O)(=O)N1CCCCC1 | . | . | -27 | 3.2 | 7 | . | 89 | 3 | .
COc1cccc(COC(=O)CCNC(=O)c2ccc(Br)cc2)c1OC | 0 | -5 | -5 | -0.2 | 0 | 0 | 96 | -6 | -9
CN(Cc1ccccc1)C(=O)CCC1CCN(C(=O)c2ccccc2C(F)(F)F)CC1 | 1 | -2 | -8 | 4.0 | 8 | -2 | 102 | -5 | -3
COc1ccc(NC(=O)c2cc(=O)[nH]c3ccccc23)cc1 | -9 | 6 | -5 | -0.7 | -16 | 1 | 106 | 0 | -10
CCOc1ccccc1/C=C/c1onc(C)c1S(=O)(=O)N1CCC(C(=O)NC(C)(C)C)CC1 | 4 | 1 | 6 | -1.0 | -2 | 3 | 105 | -6 | -19
CCN(C(C)=O)c1ccc(Oc2nc(OC)cc(OC)n2)cc1 | 7 | 1 | 2 | 1.2 | -1 | 0 | 98 | -1 | -3
O=C1CC(N2CCN(c3ccccc3O)CC2)C(=O)N1Cc1ccccc1 (stereo not drawn) | 0 | -1 | 10 | -0.7 | 18 | -2 | 111 | -4 | -3
CC(C)(C)c1ccc(C(=O)Nn2c(CCC(=O)O)ccc2-c2cccs2)cc1 | 4 | 1 | 8 | -0.1 | 8 | -1 | 80 | 0 | 6
Cc1ccc(S(=O)(=O)Nc2cc(=O)[nH]c(SCc3ccc(Cl)cc3)n2)cc1 | 4 | -2 | 12 | 0.8 | -11 | 1 | 100 | 0 | 5
Cc1ccc(C(=O)O)cc1-n1c(=O)n(Cc2ccccc2)c(=O)c2[nH]cnc21 | -7 | -7 | -2 | 1.6 | -27 | -3 | 100 | -6 | -1
Cc1cccc(OCC(=O)O/N=C(\N)c2ccccn2)c1 | -2 | -20 | -5 | 1.5 | -4 | 2 | 107 | -1 | 4
COc1ccc(-n2c(C)cc(C(=O)CSc3nn4c(=O)c(C(C)(C)C)nnc4s3)c2C)cc1 | 28 | 3 | -9 | -0.7 | ? | 3 | 123 | 11 | 1
O=C(C1CCN(S(=O)(=O)c2ccccc2)CC1)N1CCC1 | . | . | 10 | -3.3 | 1 | . | 94 | -1 | .
COc1ccc(-c2nc(NC(=O)CSc3nnc4ccccn34)ns2)cc1 | 5 | 10 | -16 | 0.1 | 14 | -1 | 98 | 1 | -4
C=C1CCN(C(C)C(=O)O)S(=O)(=O)c2ccccc21 (stereo not drawn) | -4 | -1 | -1 | 2.5 | 34 | 4 | 106 | 3 | 3
CCN(CC)c1ccc2cc(C(=O)NNC(=O)c3ccc(S(=O)(=O)N4CCCCC4)cc3)c(=O)oc2c1 | -5 | 1 | 6 | -1.6 | 18 | 49* | 92 | -3 | 4
CC(C)c1cccc(OCCCCN(C)C)c1 | 1 | 0 | 5 | 2.4 | -18 | 5 | 105 | 0 | -10
O=C(O)C1C2C=CC3(CN(Cc4ccncc4)C(=O)C13)O2 (stereo not drawn) | -1 | -4 | -22 | 0.6 | -2 | -4 | 97 | -1 | -8
O=C(Oc1cccnc1)c1cc(S(=O)(=O)N2CCCCC2)ccc1Cl | 10 | -5 | -15 | 6.2 | 7 | 5 | 110 | -3 | -7
CCCn1c(SCC(=O)Nc2ccccc2C(=O)OC)nc2c1c(=O)n(C)c(=O)n2C | -1 | 4 | -9 | 7.5 | 45 | 4 | 102 | -7 | -2
O=C(NC1CCCCCC1)c1c(O)c2ccccc2[nH]c1=O | -1 | 1 | 6 | -2.0 | 5 | -7 | 90 | 2 | -5
COc1ccc(-c2nn3c(-c4cccc(C)c4)nnc3s2)cc1OC | 7 | 0 | -9 | 2.5 | -4 | 1 | 99 | 3 | 8
COc1ccc(CC(=O)N[C@@H](CCSC)c2nc3ccccc3[nH]2)cc1 | -3 | -1 | -7 | 1.4 | -26 | 0 | 94 | 0 | -3
CCn1cc(C(=O)OCC(=O)N(C)C2CCS(=O)(=O)C2)c(=O)c2ccc(C)nc21 (stereo not drawn) | -4 | 1 | 2 | 1.4 | -15 | -2 | 102 | 0 | 3
CCc1ccc2[nH]c(=O)c(C(c3nnnn3CCOC)N3CCN(c4ccccc4F)CC3)cc2c1 (stereo not drawn) | 2 | 5 | -3 | 2.2 | 6 | 0 | 102 | 2 | 2
CC(C)COc1cccc(C(=O)N2CCN(C(=O)c3ccco3)CC2)c1 | . | . | -5 | 0.6 | 2 | . | 89 | -1 | .
Cc1ccc(C2(C)NC(=O)N(CC(=O)NCCC3=CCCCC3)C2=O)cc1 (stereo not drawn) | 4 | 2 | 11 | 3.0 | 7 | 2 | 109 | -1 | -6
CCOC(=O)C1=C(SCC(=O)Nc2ccccc2)NC(=O)C(C#N)C12CCCCC2 (stereo not drawn) | 0 | 7 | -11 | 1.1 | -3 | 0 | 83 | 2 | 4
NS(=O)(=O)c1ccc(CCNC(=O)CCc2ccccc2)cc1 | -3 | -1 | 5 | -0.7 | -10 | 1 | 85 | -3 | 3

Assay outcomes (PubChem)
